MT1-MMP act inh = blocks activation of human MT1-MMP | hit rate 0.061% among 360,000 | GFP/RFP ratio change, % at 20 µM | HT1080 RFP-PRO-GFP cells, GFP/RFP ratio fluorescence, overnight; percent of plate control window, DMSO zero | AID 651647;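 active = GFP/RFP ratio change of at least 30% with cell ATP level not reduced by more than half and red fluorescence within 50% of control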; also: strong numbers were not always called active
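Assay system: HT1080 cells carrying an RFP-PRO-GFP reporter | Dosing: Single dose of 20 µM compound, 1% DMSO final | Incubation: Cells overnight before dosing, compound overnight, 37 °C, 5% CO2 | Evaluation: GFP/RFP fluorescence ratio | Control set: DMSO and RFP-L50D-GFP cell wells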
CSN inh = inhibitors of human CSN-mediated cullin deneddylation; Q92905; Purified CSN, SCF-Nedd8-OG deneddylation, fluorescence polarization; inhibition, % at 12.5 µM; hit rate 0.38% among 360,000; AID 651999;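 active = pattern-corrected inhibition above about 35%, with an unprinted fluorescence ratio check between 0.5 and 1.5, limit read from the data, passing the limit was not always enough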;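 also: 0% = enzyme with substrate and 100% = substrate without enzyme; some results filed as inactive read as strong as hits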
Target sequence (Q92905 whole entry, looked up, one chain of several): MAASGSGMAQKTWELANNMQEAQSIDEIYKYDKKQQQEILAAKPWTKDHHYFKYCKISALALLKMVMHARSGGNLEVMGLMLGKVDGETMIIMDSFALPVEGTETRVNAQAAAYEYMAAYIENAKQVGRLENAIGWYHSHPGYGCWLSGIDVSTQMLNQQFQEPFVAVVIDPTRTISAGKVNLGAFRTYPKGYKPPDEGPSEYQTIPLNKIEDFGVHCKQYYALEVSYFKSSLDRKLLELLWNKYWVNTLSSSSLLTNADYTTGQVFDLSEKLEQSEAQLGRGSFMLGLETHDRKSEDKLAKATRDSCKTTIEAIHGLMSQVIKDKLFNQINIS
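Test system: Human Csn5 produced in HEK293T cells | Compound: 12.5 µM single point | Times: 90 min, room temperature | Signal: Fluorescence polarization readout | Read-out basis: % inhibition of substrate cleavage by Csn5 | Controls: no-enzyme wells high, enzyme-with-substrate wells low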
FAS TE block = blocks the thioesterase domain of human fatty acid synthase | P49327 | recombinant FAS-TE, OMFH fluorogenic substrate, fluorescence endpoint | inhibition, % at 15 µM | hit rate 0.67% among 360,000 | AID 602261;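 active = compounds whose normalised, plate-corrected inhibition of enzyme fluorescence in the single-dose primary screen is 50% or more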;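 also: 0% = DMSO with enzyme and 100% = substrate without enzyme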
Neddylation inh = cullin neddylation inhibition | P61081+Q13564 | TR-FRET cullin neddylation, biochemical | calls only at 25 µM | hit rate 0.58% among 360,000 | AID 651699; in the data active = inhibition above about 36%
NadD inh = NadD (S. aureus) enzyme inhibition; inhibition, % at 20 µM; AID 602399; hit rate 0.78% among 360,000; purified NadD enzyme, colorimetric absorbance read-out; in the data active = inhibition above about 26%; also: some compounds past the cut are filed as inactive
PABP1 MLLE inh = inhibitors of microRNA-mediated deadenylation, human PABP1 MLLE binding; hit rate 0.36% among 360,000; inhibition, % at 20 µM; GST-MLLE / FITC-PAM2 fluorescence polarization; AID 588489; in the data active = inhibition above about 35%, passing the limit was not always enough;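 also: plate controls were DMSO wells with GST-MLLE for no effect and wells lacking GST-MLLE protein for full effect; some results filed as inactive read as strong as hits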
Target sequence (P11940 whole entry, looked up): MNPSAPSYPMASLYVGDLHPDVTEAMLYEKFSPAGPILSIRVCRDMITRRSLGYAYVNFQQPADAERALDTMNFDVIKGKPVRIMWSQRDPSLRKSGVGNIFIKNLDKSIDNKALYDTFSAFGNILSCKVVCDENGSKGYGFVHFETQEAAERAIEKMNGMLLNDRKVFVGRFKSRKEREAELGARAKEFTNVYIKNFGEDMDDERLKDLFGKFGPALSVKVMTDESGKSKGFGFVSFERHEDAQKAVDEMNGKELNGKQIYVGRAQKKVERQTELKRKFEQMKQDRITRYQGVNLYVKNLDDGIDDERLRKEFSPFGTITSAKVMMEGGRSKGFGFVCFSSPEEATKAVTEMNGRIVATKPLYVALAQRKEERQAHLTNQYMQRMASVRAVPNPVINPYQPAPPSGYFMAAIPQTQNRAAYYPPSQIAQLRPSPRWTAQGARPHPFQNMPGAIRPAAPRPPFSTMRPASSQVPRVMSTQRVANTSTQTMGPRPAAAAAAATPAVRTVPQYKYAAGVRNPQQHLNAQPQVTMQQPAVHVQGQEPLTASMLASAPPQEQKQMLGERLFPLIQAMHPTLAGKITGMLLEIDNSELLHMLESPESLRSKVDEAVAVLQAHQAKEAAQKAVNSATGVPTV
Rin1 Abl inh = blocks binding of human Rin1 to Abl; hit rate 0.4% among 360,000; inhibition, % at 7.35 µM; TR-FRET Rin1/Abl binding, biochemical; in the data active = inhibition above about 5%, passing the limit was not always enough
Rpn11 inh = blocks the human proteasome subunit Rpn11; O00487; human 26S proteasome, Ub4-pepOG fluorescence polarization; 20S core pre-blocked with epoxomicin; calls only at 20 µM; hit rate 0.59% among 360,000; AID 588493;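 active = inhibition at 20 µM, scaled to each plate's controls, above about 33%, limit read from the data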
SKN-1 block = blocks SKN-1 activity in C. elegans | AID 624304 | inhibition, % at 21.8 µM | C. elegans VP596 Pgst-4::GFP/RFP ratio, acrylamide-induced, 24 h | hit rate 0.49% among 360,000;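 active = interference check ratio from 0.5 to 1.5 plus GFP to RFP signal ratio inhibition reaching or exceeding a fixed threshold, cut at about 30% in these data, passing the limit was not always enough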; also: some compounds called inactive have numbers as strong as hits
Starred values were filed as active, the others as inactive; i = inactive; . = no result given.

1: Cc1noc(C)c1COc1cccc(C(=O)NCCc2c[nH]c3ccccc23)c1
2: Cc1cc(C(=O)Nc2nc(-c3ccccn3)cs2)ccc1[N+](=O)[O-]
3: CCN(c1ccc(N=Cc2c(O)n(Cc3ccc(OC)cc3)c(=O)c3ccccc23)cc1)C(C)C
4: COc1ccc(CCNC(=O)COC(=O)/C=C/c2cc(OC)c(OC)c(OC)c2)cc1OC
5: COCCNC(=O)Cn1cc(/C=C(\C#N)C(=O)NC2CC2)c2ccccc21
6: CCCCNC(=O)C[C@@H]1C[C@@]2(C(=O)OC)CCCCC=C2N(Cc2ccc3c(c2)OCO3)C1=O
7: O=C(CNC(=O)c1ccncc1)N/N=C/c1ccccc1[N+](=O)[O-]
8: O=C(Nc1ccc2oc(-c3ccccc3F)nc2c1)c1cncc(Br)c1
9: Cn1c(SCc2ccc(Cl)cc2Cl)nc(C(F)(F)F)cc1=O
10: O=[N+]([O-])c1cc(/C=N/Nc2nc(N3CCOCC3)nc(N3CCOCC3)n2)ccc1Cl

Screen / compound no.	1	2	3	4	5	6	7	8	9	10
MT1-MMP act inh	4	2	-141	-3	3	4	0	2	0	-3
CSN inh	3	-6	-102	4	-6	2	-1	1	-4	0
FAS TE block	5	6	-135	-8	-2	.	2	-13	0	32
Neddylation inh	i	i	i	i	i	i	i	i	i	i
NadD inh	-9	9	5	-5	-4	.	3	9	-6	3
PABP1 MLLE inh	-12	2	i	-7	-16	.	-8	3	14	6
Rin1 Abl inh	-2	2	-4	-4	-2	.	0	0	0	3
Rpn11 inh	i	i	i	i	i	.	i	i	i	i
SKN-1 block	8	-2	7	3	24	5	-7	-2	-4	-3

11: COc1ccc(S(=O)(=O)N(C)CC(=O)NCCC2=CCCCC2)cc1C
12: Cc1cc(C)nc(NNC2=CC(=[N+]3CCCCC3)CC(C)(C)C2)n1
13: CCc1ccc(CN2CCSCC2)cc1
14: CC(C)N(Cc1ccccc1)C(=O)COC(=O)c1cnc(Cl)c(Cl)c1
15: Cc1ccccc1NS(=O)(=O)c1ccc2[nH]cc(C(=O)N(C)Cc3ccco3)c(=O)c2c1
16: O=C1C2CC=CCC2C(=O)N1c1ccc(NCCc2ccc(O)cc2)c([N+](=O)[O-])c1 (stereo unspecified)
17: O=C(COC(=O)c1ccccc1NCCO)Nc1cc(C(F)(F)F)ccc1N1CCOCC1
18: CSc1ccc(-c2cc3c(c4c2ccn4C)C2CCC3O2)cc1 (stereo unspecified)
19: O=S(=O)(c1ccccc1)[C@@]1(c2ccccc2)C[C@@H]2ON=C(c3cccc(Br)c3)[C@@H]2C1
20: CC(=O)Nc1ccc2c(CSc3nnc(N)s3)cc(=O)oc2c1

Screen / compound no.	11	12	13	14	15	16	17	18	19	20
MT1-MMP act inh	-2	-7	-2	-5	-1	16	2	-1	-4	7
CSN inh	-3	-5	-5	-5	5	0	0	1	0	3
FAS TE block	11	-2	-11	40	-2	-164	14	14	55*	-6
Neddylation inh	i	i	i	i	i	i	.	.	i	i
NadD inh	-3	0	1	-5	3	-5	0	-6	0	2
PABP1 MLLE inh	9	-76	2	10	0	8	-6	1	2	-7
Rin1 Abl inh	0	-2	0	0	2	-3	2	2	2	-3
Rpn11 inh	i	i	i	i	i	i	i	i	i	i
SKN-1 block	-5	-3	-13	-8	-10	4	-5	14	5	2

4 of these compounds in a different format:
(13) CCc1ccc(CN2CCSCC2)cc1
  MT1-MMP act inh = -2
  CSN inh = -5
  FAS TE block = -11
  Neddylation inh = i
  NadD inh = 1
  PABP1 MLLE inh = 2
  Rin1 Abl inh = 0
  Rpn11 inh = i
  SKN-1 block = -13

(19) O=S(=O)(c1ccccc1)[C@@]1(c2ccccc2)C[C@@H]2ON=C(c3cccc(Br)c3)[C@@H]2C1
  MT1-MMP act inh = -4
  CSN inh = 0
  FAS TE block = 55*
  Neddylation inh = i
  NadD inh = 0
  PABP1 MLLE inh = 2
  Rin1 Abl inh = 2
  Rpn11 inh = i
  SKN-1 block = 5

(16) O=C1C2CC=CCC2C(=O)N1c1ccc(NCCc2ccc(O)cc2)c([N+](=O)[O-])c1 (stereo unspecified)
  MT1-MMP act inh = 16
  CSN inh = 0
  FAS TE block = -164
  Neddylation inh = i
  NadD inh = -5
  PABP1 MLLE inh = 8
  Rin1 Abl inh = -3
  Rpn11 inh = i
  SKN-1 block = 4

(15) Cc1ccccc1NS(=O)(=O)c1ccc2[nH]cc(C(=O)N(C)Cc3ccco3)c(=O)c2c1
  MT1-MMP act inh = -1
  CSN inh = 5
  FAS TE block = -2
  Neddylation inh = i
  NadD inh = 3
  PABP1 MLLE inh = 0
  Rin1 Abl inh = 2
  Rpn11 inh = i
  SKN-1 block = -10

(cont.)
21: Cc1ccc(C2=NNC(c3ccc(Cl)cc3)=Nc3ccccc32)o1
22: Cc1ccc2[nH]c(=O)c(CN(Cc3ccco3)S(=O)(=O)c3c(C)ccc4nsnc34)cc2c1
23: CN(Cc1ccccc1)C(=O)c1ccc2sc([C@@H]3O[C@H](CO)[C@H](O)[C@H](O)[C@H]3O)nc2c1
24: COc1ccc(OC)c(-c2csc(NC(=O)C3COc4ccccc4O3)n2)c1 (stereo unspecified)
25: CC(=O)Nc1ccc(-c2cc(-c3ccc(NC(C)=O)cc3)nc(-c3ccc(NC(C)=O)cc3)n2)cc1
26: CC(/C=C1\SC(=S)N(NS(=O)(=O)c2ccc(C)cc2)C1=O)=C\c1ccccc1
27: O=S(=O)(Cc1cc(-c2ccccc2Cl)no1)c1ccccc1
28: O=c1[nH][nH]cc1C=Nc1ccc(Oc2ccccc2)cc1
29: COc1ccc(NS(=O)(=O)c2ccc3c(c2)oc(=O)n3C)cc1Cl
30: CCCCCC(=O)N/N=C/c1ccc([N+](=O)[O-])o1

Screen / compound no.	21	22	23	24	25	26	27	28	29	30
MT1-MMP act inh	6	-14	0	-4	8	2	5	2	-9	-13
CSN inh	5	-2	2	3	-3	11	6	7	1	5
FAS TE block	-1	8	-7	24	-9	35	3	0	-1	6
Neddylation inh	i	i	i	i	i	i	i	i	i	i
NadD inh	24	6	-1	-5	8	16	-13	3	-2	3
PABP1 MLLE inh	3	15	-3	17	6	0	0	-2	-3	-4
Rin1 Abl inh	-4	0	2	1	-48	2	2	-5	2	-1
Rpn11 inh	i	i	i	i	i	i	i	i	i	i
SKN-1 block	-4	8	13	12	0	-5	26	15	3	15

31: COC(=O)CSc1nnc2c3c4c(sc3nc(-n3nc(C)cc3C)n12)COC(C)(C)C4
32: COc1ccc(C#Cc2c(-c3ccc(OC)cc3)oc3ccc(-c4ccc5c(c4)OCO5)cc23)cc1
33: O=C(OCC(=O)c1ccccc1Cl)c1cnccn1
34: CCOc1cc(/C=N/NC(=O)c2nnn(-c3nonc3N)c2C)ccc1OCc1cccc(F)c1
35: Cc1c(Br)c(C(F)(F)F)nn1CC(=O)N(C)C1CCCCC1
36: COc1ccc(NC(=O)CN(C)C(=O)c2cccc(S(=O)(=O)N3CC4(C)CC3CC(C)(C)C4)c2)cc1 (stereo unspecified)
37: NS(=O)(=O)c1cc2c(cc1Cl)NC(C1C[C@H]3C=C[C@@H]1C3)NS2(=O)=O (stereo partly specified)
38: C=CCn1c(SCC(=O)Nc2ccc(F)cc2F)nnc1-c1cnccn1
39: COc1ccc(-c2n[nH]c3c2CN(C(=O)c2ccc(F)cc2)CC3)cc1
40: O=S(=O)(c1cccc2nsnc12)N1CCN(C/C=C\c2ccccc2)CC1

Screen / compound no.	31	32	33	34	35	36	37	38	39	40
MT1-MMP act inh	-4	6	0	3	0	-1	1	-3	2	-1
CSN inh	2	3	-15	-2	1	-1	0	3	5	-5
FAS TE block	-1	37	-10	-4	11	12	2	-2	-6	14
Neddylation inh	.	i	i	i	i	i	i	i	i	i
NadD inh	-6	13	-1	23	-5	-5	4	0	4	-2
PABP1 MLLE inh	-44	0	7	-3	12	13	-5	-20	1	7
Rin1 Abl inh	0	-4	2	0	3	1	1	-5	-3	-3
Rpn11 inh	i	i	i	i	i	i	i	i	i	i
SKN-1 block	6	-2	13	6	4	8	-5	12	19	1

41: CC(=O)N1CCN(C(=O)c2ccc(-c3ccccc3Cl)o2)CC1
42: C=CCNC(=S)N1CCN(Cc2ccc3c(c2)OCO3)CC1
43: O=C(/C=C/c1ccccc1)NCCS(=O)(=O)N1CCN(c2ccc(F)cc2)CC1
44: O=C(NCc1cccnc1)c1ccc(Cl)c(S(=O)(=O)Nc2ccccc2C(=O)NCc2cccnc2)c1
45: CCCCCC(=O)N/N=C/c1ccccc1[N+](=O)[O-]
46: CCn1nc(C)c(Br)c1C(=O)Sc1ccccc1Cl
47: Cc1cccc(Cn2nnc3ccccc32)c1O
48: CC(OC(=O)CNC(=O)c1ccco1)C(=O)N(C)c1ccccc1 (stereo unspecified)
49: c1ccc(Cn2c3ccccc3c3nnc(SCCN4CCCCC4)nc32)cc1
50: COc1ccc2[nH]c(C)c(CN3CCCCC3)c(=O)c2c1

Screen / compound no.	41	42	43	44	45	46	47	48	49	50
MT1-MMP act inh	0	0	-3	1	0	-2	7	-3	-6	5
CSN inh	1	-7	-7	-3	1	5	0	-2	98	1
FAS TE block	-2	-8	0	-6	4	14	-11	-4	22	-4
Neddylation inh	i	i	i	i	i	i	i	i	i	i
NadD inh	3	2	-1	-1	5	0	1	-4	5	-2
PABP1 MLLE inh	7	-130	0	6	1	37	7	-2	-20	-6
Rin1 Abl inh	-2	0	2	4	2	6	1	-1	3	0
Rpn11 inh	i	i	i	i	i	i	i	i	i	i
SKN-1 block	-5	14	7	-4	2	8	-1	-5	9	1

51: CCn1cc(/C=C(\NC(=O)c2ccc(OC)c(OC)c2)C(=O)N2CCN(C)CC2)c2ccccc21
52: Cc1ccccc1C(=O)NCC(=O)OC(C)C(=O)Nc1ccnn1C(C)C (stereo unspecified)
53: NS(=O)(=O)c1ccc(NC(=S)NCc2ccc3c(c2)OCO3)cc1
54: O=c1[nH]c(=S)[nH]c2c1C(c1ccc(Cl)c(Cl)c1)OC(CCc1ccccc1)C2 (stereo unspecified)

Screen / compound no.	51	52	53	54
MT1-MMP act inh	-2	2	1	0
CSN inh	-3	-3	0	-4
FAS TE block	-5	-6	4	36
Neddylation inh	i	i	i	i
NadD inh	0	-1	1	15
PABP1 MLLE inh	-6	3	12	.
Rin1 Abl inh	-4	0	0	.
Rpn11 inh	i	i	i	.
SKN-1 block	0	6	27	2

High-throughput results (PubChem BioAssay)
